From PubChem BioAssay
Pol III holo inh – qHTS Assay for Inhibitors of DNA Polymerase III Holoenzyme System; reconstituted DNA polymerase III holoenzyme replication, biochemical; Potency, µM (doses to about 57.1 µM), for the others: at the top dose activity change, negative = inhibition; actives 0.25% (n = 71,000); AID 603, 2007; note: potency is the fitted concentration of half-maximal effect; % is set by controls: 0 for no effect and ±100 for the full control effect
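Reconstituted *E. coli* holoenzyme (0.35 nM Pol III, 1 nM beta, 154 nM SSB, 2 nM primase) was preincubated with compound for 15 min at RT. Synthesis on 1.4 nM ssM13Gori ran 35 min, then was stopped with PicoGreen/EDTA and read as dsDNA fluorescence.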
Texas Red fluor – qHTS Assay for Spectroscopic Profiling in Texas Red Spectral Region; Compound fluorescence, Texas Red channel, 547/618 nm; stronger effect = higher value; max dye-equivalent concentration, M; AID 587, 2007; actives 0.06% (n = 59,000); in the data active = max dye-equivalent concentration above about 10 nM; inconclusive = between about 1.1 nM and that limit
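Compound titrations in 100 mM Tris pH 8.0 were incubated 15 min at room temperature and read at 547 nm excitation / 618 nm emission. Texas Red six-point standard curve on each plate converted fluorescence to dye-equivalent concentration.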
Rhodamine autofl – qHTS Assay for Spectroscopic Profiling in Rhodamine Spectral Region. Rhodamine-region fluorescence, 547/598 nm, Tris buffer; stronger effect = higher value. max dye-equivalent concentration, M. actives 0.05% (n = 59,000). AID 594, 2007; in the data active = max dye-equivalent concentration above about 11 nM; inconclusive = between about 1.1 nM and that limit
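qHTS spectral profiling of compounds without any target or enzyme present, in pH 8.0 Tris buffer; plates were read after a 15-minute room-temperature incubation using the rhodamine-region filter set.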
4MU fluor – qHTS Assay for Spectroscopic Profiling in 4-MU Spectral Region. AID 589, 2007. actives 11% (n = 59,000). compound autofluorescence, 340/450 nm, 4-MU equivalents; stronger effect = higher value. max dye-equivalent concentration, M; in the data active = max dye-equivalent concentration above about 10 nM; inconclusive = mostly about 1.1 nM to 9.6 nM
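Compounds in 100 mM Tris, pH 8.0, sat 15 min at room temperature before fluorescence was read at 340 nm excitation/450 nm emission; a per-plate six-point 4-MU standard curve converted signals to dye-equivalent concentration at each compound concentration.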
Ub-GFP proteasome – Ubiquitin-GFP Assay; Potency, µM (titrated, usually from 45.9 µM), inactives show at the highest dose activation (GFP accumulation), actives largely listed as activators; 67,000 tested, under 10 active; Ubiquitin-GFP reporter cells, proteasome inhibition, GFP fluorescence; response scale: untreated = 0%, 10 µM MG-132 = 100%; active = well fitted activation curve with a large enough effect, not every such curve was filed as active; inconclusive = small, poorly fitted or top-dose-only effect, or another doubt; inactive = no such curve, though single readings can be large or run the other way; note: potency is the fitted concentration of half-maximal effect
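Proteasome block read as GFP accumulation: ubiquitin(G76V)-GFP U2OS cells exposed to compound (2.9 nM–46 uM) for 4 hr at 37 C. Normalization used untreated cells as 0% and 10 uM MG-132 as 100%; concentration-response curves fitted.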
Hsp90 Hop PPI – qHTS Assay for Disrupters of an Hsp90 Co-Chaperone Interaction | Hsp90 C-terminal peptide / TPR2A (Hop) interaction, human | Potency, µM (series often up to 57 µM), for inactives: top-dose activity change, negative = inhibition | actives 0.44% (n = 71,000) | AID 595, 2007 | AlphaScreen TPR2A-His6 binding biotin-Hsp90 C-terminal peptide; active = well fitted curve in either direction with a large enough effect; inconclusive = small, poorly fitted or top-dose-only effect, or another doubt; note: potency is the fitted concentration of half-maximal effect; % is set by controls: 0 for no effect and ±100 for the full control effect; many of its hits are not listed in these tables
HADH2 inhib – qHTS Assay for Inhibitors of HADH2 (Hydroxyacyl-Coenzyme A Dehydrogenase, Type II) | 3-hydroxyacyl-CoA dehydrogenase type-2 (Homo sapiens), Q99714 | recombinant HADH2, NADH fluorescence, beta-hydroxybutyryl-CoA | Potency, µM (highest dose often 57.1 µM), without a hit: top-dose activity change, negative = inhibition, most hits filed as inhibitors | actives 3.4% (n = 73,000); note: potency is the fitted concentration of half-maximal effect; % is set by controls: 0 for no effect and ±100 for the full control effect; nearly all actives have a fitted effect of over 60% in size; many of its hits are not listed in these tables
Target sequence (Q99714 whole entry, looked up, one chain of several): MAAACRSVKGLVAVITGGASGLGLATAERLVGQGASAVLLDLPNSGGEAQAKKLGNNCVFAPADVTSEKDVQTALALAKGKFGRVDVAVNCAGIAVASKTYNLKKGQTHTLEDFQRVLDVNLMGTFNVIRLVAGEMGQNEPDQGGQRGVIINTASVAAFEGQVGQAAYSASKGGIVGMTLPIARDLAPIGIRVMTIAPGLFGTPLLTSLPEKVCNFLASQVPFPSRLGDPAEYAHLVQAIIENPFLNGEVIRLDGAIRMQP
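Activity measured as NADH fluorescence gain (360/450 nm), taken as the change between first and last reads of a 4-min kinetic run. Conditions: pH 9.0 Tris buffer, 20 nM E. coli-expressed His-tagged enzyme, 1 mM NAD+, 90 uM beta-hydroxybutyryl-CoA; 15-min compound preincubation.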
Fluorescein autfl – qHTS Assay for Spectroscopic Profiling in Fluorescein Spectral Region; AID 593, 2007; actives 0.91% (n = 59,000); Compound autofluorescence, 480/540 nm, fluorescein-equivalent; stronger effect = higher value; max fluorescein-equivalent concentration, M; in the data active = max fluorescein-equivalent concentration above about 10 nM; inconclusive = between about 1.1 nM and that limit
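In this qHTS profile, compound fluorescence was measured with a 480 nm/540 nm filter pair following a 15-min room-temperature incubation in 100 mM Tris (pH 8.0). A six-point fluorescein series on each plate served for normalization.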
ALOX15 inhib – qHTS Assay for Inhibitors of 15-hLO (15-human lipoxygenase). actives 1.4% (n = 74,000). Potency, µM (top dose mostly 57.1 µM), for inactives: at the highest dose activity change, negative = inhibition, usual class: inhibitors. Polyunsaturated fatty acid lipoxygenase ALOX15 (Homo sapiens), P16050. AID 887, 2007. purified 15hLO-1, xylenol orange hydroperoxide absorbance; note: potency is the fitted concentration of half-maximal effect; % is set by controls: 0 for no effect and ±100 for the full control effect; nearly all actives have a fitted effect of over 55% in size
Target sequence (P16050 whole entry, looked up): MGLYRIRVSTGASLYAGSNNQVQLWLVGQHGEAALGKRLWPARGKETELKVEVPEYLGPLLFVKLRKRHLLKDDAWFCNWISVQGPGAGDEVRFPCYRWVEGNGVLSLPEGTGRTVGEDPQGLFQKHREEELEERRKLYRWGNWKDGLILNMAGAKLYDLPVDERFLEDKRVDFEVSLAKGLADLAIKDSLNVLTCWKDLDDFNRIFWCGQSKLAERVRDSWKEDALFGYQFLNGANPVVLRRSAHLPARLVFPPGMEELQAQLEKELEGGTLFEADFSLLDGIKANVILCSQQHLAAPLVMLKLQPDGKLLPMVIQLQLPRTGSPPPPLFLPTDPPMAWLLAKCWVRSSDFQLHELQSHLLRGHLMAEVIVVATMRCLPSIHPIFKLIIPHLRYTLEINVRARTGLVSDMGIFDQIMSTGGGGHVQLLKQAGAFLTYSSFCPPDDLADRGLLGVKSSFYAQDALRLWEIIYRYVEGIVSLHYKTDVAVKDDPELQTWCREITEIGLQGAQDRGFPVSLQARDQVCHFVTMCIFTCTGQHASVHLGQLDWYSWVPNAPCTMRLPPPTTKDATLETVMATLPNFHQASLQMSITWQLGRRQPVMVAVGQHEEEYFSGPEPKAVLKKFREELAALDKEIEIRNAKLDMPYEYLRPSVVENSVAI
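Purified human 15hLO-1 (40 nM) in 25 mM Hepes pH 7.5, 0.01% Triton X-100, preincubated 15 min RT with compound, then 50 uM arachidonic acid for 6 min. Hydroperoxide read by ferrous/xylenol orange, 30 min; 573/405 nm absorbance ratio gave progress.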
Epigenetic mod – qHTS Assay for Epigenetic Modulators. mouse C127i GFP locus derepression, cytometry, 30 h. Potency, µM (titrated, usually from 46.1 µM), inactives show top-dose GFP derepression (activation). actives 0.09% (n = 68,000). AID 597, 2007; note: % of control where 0% means no effect
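Locus derepression in mouse mammary C127i cells whose integrated CMV-GFP reporter is normally silent; GFP expression after 30 h compound treatment was quantified by counting fluorescent cells.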
HBB splice mod – qHTS Assay for Modulators of Hemoglobin Beta Chain Splicing. HBB splicing reporter cell assay, activation; EGFP reporter with mutant IVS2-654 intron; response scale: normalised to 500 nM splice-correcting PNA. Potency, µM (series often up to 46.1 µM), without a hit: at the top dose activation, usual class: activators. actives 0.06% (n = 65,000); note: potency is the fitted concentration of half-maximal effect; 0% is about no effect
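Compounds were applied for 2 days to HeLa EGFP-654 cells, 500/well in Optimem with 2% FCS. The reporter's EGFP is disrupted by mis-splicing of beta-globin intron IVS2-654. Readout: summed well GFP fluorescence from 488 nm laser scanning; reference was 500 nM antisense […] 654 PNA.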
Starred values were filed as active, the others as inactive; i = inactive; ? = inconclusive; · = not tested or not shown; & = joins results of further samples; ! = a repeat was not active; [ ] = dose if it differs, or a comment. Unless noted, calls come from the whole dose curve; as a rule, active = well fitted curve in the direction sought with a large enough effect; inconclusive = small, poorly fitted or top-dose-only effect, or another doubt; inactive = no such curve, though single readings can be large; an effect the other way counts as inactive or inconclusive. These rows are one share of the data; count on the stated rates, not on these rows.

SMILES | Pol III holo inh | Texas Red fluor | Rhodamine autofl | 4MU fluor | Ub-GFP proteasome | Hsp90 Hop PPI | HADH2 inhib | Fluorescein autfl | ALOX15 inhib | Epigenetic mod | HBB splice mod
O=C(c1cccs1)N1C2CCC1CC(O)(c1cccnc1)C2 (stereo unspecified) | -5% | i | i | i | -3% | ? | 8% | i | -6% | -1% | ·
N#Cc1cccc(NC(=O)N2CCCC3(CCN(C(=O)Oc4ccccc4)CC3)C2)c1 | 2% | i | i | i | -10% | -5% | 1% | i | -1% | 2%[9.22 µM] | 2.7%
O=c1ccc2cc(O[C@@H]3O[C@@H](CO)[C@@H](O)[C@@H](O)[C@H]3O)c(O)cc2o1 | -8% | i | i | 8e-06M* | 11% | -4% | -122% | i | · | 5%[9.22 µM] | ·
c1ccc(OCC2CO2)cc1 (stereo unspecified) | -2% | · | · | · | · | -2% | -11% | · | 9% | · | -0.7%
c1ccc(C[C@@H](c2ccccc2)N2CCCCC2)cc1 | -13% | · | · | · | -8% | -5% | 12% | · | -9%[25.6 µM] | 0% | ·
Cc1cc(OCc2nn[nH]n2)c2c3c(c(=O)oc2c1)CCC3 | 9% | i | i | 4.6e-08M* | 1% | -2% | 10µM* | i | 8% | -2% | 1.8%[57.5 µM]
O=C1NCN(c2ccccc2)C12CCN(C[C@H]1COc3ccccc3O1)CC2 | 6%&-6% | ? | i | i | 6%&6% | -5%&-1% | -3%&24% | i | 2% | -1%&-1% | 1.7%
ClC(Cl)(Cl)c1ccccc1 | -7%&3% | · | · | · | · | 1%&-4% | -1%&-5% | · | 8%&7% | · | 0.5%&0.0%
COc1cccc(C(C#N)N2CCCCC2)c1O (stereo unspecified) | 0% | i | i | i | 0% | -5% | ? | ? | ? | 2% | 1.6%
N#Cc1ccccc1Cn1cc(C(=O)C2CC2)c2ccccc21 | -2% | i | i | i | -1% | 10% | -12% | i | -18% | 0% | ·
CC(=O)OCC1=C(C(=O)[O-])N2C(=O)[C@@H](NC(=O)CCC[C@@H](N)C(=O)[O-])[C@@H]2SC1.[Zn+2] | ? | i | i | i | -1% | -18% | ? | i | 25µM* | 2% | -1.3%
CCN(CC)C(=O)N[C@@H]1C=C2c3cccc4[nH]cc(c34)C[C@@H]2N(C)C1 | -2%&-2% | ? | i | 6.1e-08M* | -3%&0% | -13%&-11% | 25µM* | 1.3e-08M*! | · | 1%&-1% | -1.2%&-2.6%
CCC(=NCc1ccco1)c1c(O)n(-c2ccc(OC)cc2)c(=O)[nH]c1=O | 0% | i | i | i | -4% | -4% | -1% | i | -4% | 2% | -0.4%[0.369 µM]
COCCn1cc(C(=O)N2CCC3(CC2)OCCO3)c2c3ccccc3n(C)c2c1=O | -8% | ? | i | 6.9e-07M* | 3% | 1% | -29% | i | 1% | -1% | -1.5%
CC1CN=C(NCc2ccncc2)S1 (stereo unspecified) | -2% | i | i | i | 3% | -2% | -2% | ? | -45% | 1% | -1.9%
O=c1cc(-c2ccc(O)c(O)c2)oc2cc(O)cc(O)c12 | ? | i | i | i | -2% | -7% | 16µM* | ? | 2.5µM* | -5%[9.22 µM] | -1.3%[20.6 µM]
N#Cc1ccc(CN2CCC3(CC2)CCN(C(=O)Oc2ccccc2)CC3)cc1 | -8% | i | i | i | 3% | 1% | 5% | ? | 3% | -2%[9.22 µM] | 3.4%
COC(C)(C)CCCC(C)C/C=C/C(C)=C/C(=O)OC(C)C (stereo unspecified) | -16% | · | · | · | · | ? | -7% | · | 3% | · | -1.2%
CC(=O)Nc1ccccc1OP1(=O)COc2ccccc2OC1 | -2% | i | i | i | -1% | -3% | -3% | ? | 15% | 2% | 5.6%[0.369 µM]
CNCC(O)c1cccc(OC(=O)c2ccccc2C)c1 (stereo unspecified) | -4% | i | i | i | 15% | 2% | 3% | i | -2% | 4% | 0.9%
N#Cc1ccc(CN2CC[C@@]3(CCCN(C(=O)Oc4ccccc4)C3)C2)cc1 | -3% | i | i | i | 0% | -7% | 1% | ? | 3% | -5%[9.22 µM] | 1.9%
Oc1cccc(Cl)c1Cl | 0% | · | · | · | · | -3% | -24% | · | -3% | · | -0.6%
Oc1ccccc1-c1ccccc1 | -14% | · | · | · | · | -13% | -13% | · | -4% | · | -1.0%
O=S(=O)(c1ccc(Cl)cc1)c1ccc(Cl)cc1 | -7%&-3% | · | · | · | · | 23%&2% | 2%&-9% | · | -7%&-5% | · | -0.9%&-1.0%
CC(=O)NC1CC2CCC(C1)N2 (stereo unspecified) | -8% | i | i | i | 2% | -3% | -4% | i | -9% | 1% | -0.5%[57.5 µM]
C[C@@H]1O[C@H](O[C@@H]2C[C@@H](O)[C@]3(CO)[C@H]4[C@H](O)C[C@]5(C)[C@@H](C6=CC(=O)OC6)CC[C@@]5(O)[C@@H]4CC[C@]3(O)C2)[C@@H](O)[C@H](O)[C@H]1O | 0% | · | · | · | 0% | -4% | -2% | · | -16%[25.6 µM] | 0% | ·
CNC[C@H](O)c1ccc(O)cc1 | -7%[25.6 µM] | i | i | i | -5%[20.5 µM] | -4%[26 µM] | -1%[25.6 µM] | ? | 8%[25.6 µM] | -2%[20.6 µM] | 0.9%[20.6 µM]
Oc1c(Br)c(Br)c(Br)c(Br)c1Br | -8% | · | · | · | · | -3% | 32µM* | · | ? | · | -1.0%
CCC(C)NC(=O)c1c(N)n(CC2CCCO2)c2nc3ccccc3nc12 (stereo unspecified) | -1% | i | i | 1.3e-06M* | 5% | ? | ? | i | -9% | -2% | -0.7%[57.5 µM]
CC(C)CCC1(CCN)C(=O)NC(=O)NC1=O | -2%[11.4 µM] | i | i | i | 1%[9.17 µM] | -4%[11 µM] | -1%[11.4 µM] | i | 1%[11.4 µM] | 5%[9.22 µM] | 0.3%[9.22 µM]
c1coc(CNc2ncnc3nc[nH]c23)c1 | 0% | ? | i | i | 3% | -1% | -10% | ? | 33%[activator] | 4%[9.22 µM] | 1.0%
C=CCn1c(O)c(C(CC)=Nc2cc(OC)ccc2OC)c(=O)[nH]c1=O | 9% | ? | i | i | -1% | -6% | 8% | i | -16% | -4% | 4.1%[1.84 µM]
S=C(NC1CCCCC1)N1CCC(c2cnc[nH]2)CC1 | -2%&-4% | ? | i | i | 0%&0% | -4%&0% | 8%&-12% | ? | 1%[25.6 µM] | 0%&-1% | 1.0%
O=C1C2CCCN2C(c2cccc(Cl)c2)N1c1ccccn1 (stereo unspecified) | -4% | i | i | i | -4% | 3% | -2% | i | 1% | 3% | 0.6%
CCCCCCOc1ccc(CN2CCN(C)CC2)cc1 | 2% | · | · | · | 4% | -6% | 5% | · | -7% | -2% | -0.5%
Nc1ccnn1C1CCNCC1 | -5% | i | i | i | 4% | 7% | 15% | ? | 65%[activator] | 1% | ·
CCOP(=O)(C#CC(C)(C)C)C(C)(O)c1ccccc1 (stereo unspecified) | -4% | i | i | i | 7% | 0% | 6% | i | 2% | 0% | 1.2%[1.84 µM]
Cc1ccc(S(=O)ON2CCC(C(=O)O)(c3ccccc3)CC2)cc1 (stereo unspecified) | -10%[11.4 µM] | i | i | i | 3%[9.17 µM] | -3%[11 µM] | 1%[11.4 µM] | ? | 6%[11.4 µM] | 3%[9.22 µM] | 3.6%[9.22 µM]
C[C@H]1CC[C@@H]2[C@@H](C)C(=O)O[C@H]3O[C@@]4(C)CC[C@@H]1[C@]32OO4 | -3% | i | i | i | -3% | 0% | 9% | i | · | 0%[9.22 µM] | ·
C[C@@]12CC[C@H]3[C@H](CCC4=CC(=O)CC[C@H]43)[C@H]1CC[C@H]2OC1(O)C(=O)c2ccccc2C1=O | -14%[11.4 µM] | i | i | i | -5%[9.17 µM] | -3%[11 µM] | -1%[11.4 µM] | i | -1%[11.4 µM] | -3%[9.22 µM] | 1.0%[9.22 µM]
